Ba/F3 V617F tox: lowers viability of Ba/F3 cells expressing EpoR and JAK2V617F | ATP luminescence | inhibition, % at 5.6 µM | 220,000 compounds, 1.1% hits | AID 1446;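 active = inhibition above the campaign mean plus 3 SD over all tested compounds, cut at about 24% in these data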;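 also: cytokine-independent growth of Ba/F3 cells driven by EpoR plus mutant JAK2; 0% = DMSO-treated cells and 100% = JAK inhibitor I control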
BaF3 tox: counter-screen for JAK2V617F inhibitors: parental Ba/F3 viability inhibitors | 220,000 compounds, 1.1% hits | inhibition, % at 5.6 µM | AID 1486 | CellTiter-Glo ATP luminescence;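 active = inhibition above a per-campaign cutoff, the mean inhibition of all tested compounds plus 3 SD, cut at about 27% in these data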;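 also: 0% = DMSO wells and 100% = JAK Inhibitor I control wells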
p47phox inh: blocks human p47phox regulatory protein of NADPH oxidases | P14598 | p47phox/p22phox peptide binding, fluorescence polarization, 2 h | inhibition, % at 24.7 µM | 220,000 compounds, 0.53% hits;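 active = inhibition above about 30%, limit read from the data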;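 also: 0% = p47phox with labelled peptide and 100% = labelled peptide alone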
NPY1 pot ag: potentiates or activates human NPY-Y1 receptor. P25929. NPY-Y1 expressing cells, potentiator/agonist activation. activation, % at 3.6 µM. 220,000 compounds, 0.37% hits. AID 1304; in the data active = activation above about 33%, passing the limit was not always enough;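 also: cells stimulated with NPY at EC10 then isoproterenol at EC100; 0% = low agonist plus stimulus and 100% = saturating agonist plus stimulus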
Target sequence (P25929 whole entry, looked up): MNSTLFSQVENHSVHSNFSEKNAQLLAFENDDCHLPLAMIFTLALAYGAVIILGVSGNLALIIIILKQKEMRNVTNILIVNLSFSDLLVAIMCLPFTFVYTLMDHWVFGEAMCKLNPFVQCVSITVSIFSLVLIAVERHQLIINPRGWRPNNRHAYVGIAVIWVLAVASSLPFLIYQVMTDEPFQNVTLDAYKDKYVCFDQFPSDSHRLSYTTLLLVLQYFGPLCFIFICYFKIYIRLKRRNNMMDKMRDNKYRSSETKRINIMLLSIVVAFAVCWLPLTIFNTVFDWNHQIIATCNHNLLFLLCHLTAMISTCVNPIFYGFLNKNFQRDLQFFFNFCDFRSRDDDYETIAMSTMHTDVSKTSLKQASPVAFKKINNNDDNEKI
NPY2 pot ag: potentiators or agonists of human neuropeptide Y receptor Y2; P49146; activation, % at 3.6 µM; 220,000 compounds, 0.45% hits; cells expressing NPY-Y2, potentiator/agonist read-out; in the data active = activation above about 27%;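 also: cells stimulated with NPY near EC25 plus isoproterenol at EC100; 0% = vehicle plus submaximal agonist and 100% = vehicle plus saturating agonist; some results beyond the cut were filed as inactive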
S1P4 antagonist: blocks the human S1P4 receptor; 220,000 compounds, 0.26% hits; inhibition, % at 4.98 µM; S1P4-expressing cells, antagonist mode, reporter read-out; AID 1510; in the data active = inhibition above about 29%;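 also: 0% = wells stimulated with agonist and 100% = vehicle wells without agonist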
Target sequence (O95977 whole entry, looked up): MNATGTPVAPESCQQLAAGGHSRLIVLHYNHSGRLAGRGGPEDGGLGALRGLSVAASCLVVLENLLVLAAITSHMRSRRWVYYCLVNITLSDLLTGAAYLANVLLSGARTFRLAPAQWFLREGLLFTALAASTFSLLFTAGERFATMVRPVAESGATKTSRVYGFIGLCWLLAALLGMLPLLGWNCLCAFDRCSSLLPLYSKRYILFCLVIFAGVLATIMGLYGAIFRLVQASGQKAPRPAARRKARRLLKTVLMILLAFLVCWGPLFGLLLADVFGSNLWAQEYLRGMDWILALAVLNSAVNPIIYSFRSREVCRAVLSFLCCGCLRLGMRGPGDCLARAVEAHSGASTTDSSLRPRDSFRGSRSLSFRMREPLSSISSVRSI
S1P4 agonist: agonists of human S1P4 receptor; O95977; S1P4-expressing cell line, agonist reporter assay; activation, % at 4.98 µM; 220,000 compounds, 0.35% hits; AID 1509; in the data active = activation above about 11%;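 also: 0% = DMSO vehicle and 100% = reference agonist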
NPY-Y1 antag: antagonists of human neuropeptide Y receptor Y1. HEK293-CNG Y1 cells, membrane potential fluorescence; NPY at EC95, then isoproterenol. inhibition, % at 3.6 µM. 200,000 compounds, 1% hits. AID 1040;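 active = inhibition above the campaign mean inhibition of all tested compounds plus 3 SD, cut at about 20% in these data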;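 also: 0% = DMSO wells given NPY plus isoproterenol and 100% = isoproterenol alone without NPY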
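Material: HEK293 Y1/CNG channel cell line | Also added: NPY (25 nM), isoproterenol (1 µM), Ro 20-1724 (25 µM) | Compound: One concentration, 3.6 µM, in 0.4% DMSO | Schedule: 3 h dye uptake, 1 h room-temperature compound, 45 min post-isoproterenol | Signal: Membrane-potential fluorescent dye readout | Read-out: % inhibition of NPY effect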
CHOP inhibitor: inhibitors of CHOP induction in ER stress response. CHO-K1 CHOP-promoter luciferase, tunicamycin-induced, 15-18 h. inhibition, % at 10 µM. 220,000 compounds, 3.8% hits;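 active = compounds that reduced the stress-induced luciferase reporter signal by more than about 70% of percent inhibition, limit read from the data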;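 also: 0% = tunicamycin plus vehicle and 100% = wells without tunicamycin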
The depositor's hits bear a star; x = not tested or not shown. No enrichment for hits, and some 7.1% of all compounds hit somewhere here.

SMILES | Ba/F3 V617F tox | BaF3 tox | p47phox inh | NPY1 pot ag | NPY2 pot ag | S1P4 antagonist | S1P4 agonist | NPY-Y1 antag | CHOP inhibitor
COC(=O)CSc1nnc(SCc2ccccc2)s1 | -0.5 | 1.4 | 1.5 | -16.4 | -10.7 | 14.8 | -0.8 | 10.7 | 28.8
NNc1ccccc1C(F)(F)F | -1.6 | 2.9 | -12.4 | 14.2 | 12.5 | -14.4 | -1.4 | -4.0 | 1.3
Cc1cc(C)cc(-n2c(C)cc(/C=C3\C(=N)N4N=C(CC(C)C)SC4=NC3=O)c2C)c1 | 2.1 | 3.5 | -30.1 | 0.6 | 1.2 | 1.4 | -0.2 | 5.3 | 45.4
Cc1ccc(NC(=S)N2CCN(CCN3C(=O)c4cccc5cccc(c45)C3=O)CC2)cc1 | -3.4 | 0.8 | -3.7 | 11.6 | 17.1 | -2.4 | -0.9 | -3.0 | 19.5
NC(=O)c1ccc(NC(=O)CCCN2C(=O)c3ccccc3C2=O)cc1 | -0.5 | 2.3 | -10.2 | 15.6 | 6.2 | -8.3 | 1.0 | 4.7 | 19.6
COc1cc2c(cc1NC(=O)COC(=O)c1ccc(C(C)(C)C)cc1)oc1ccccc12 | -2.0 | 6.3 | -2.2 | -13.7 | 4.2 | 0.7 | -0.2 | 1.5 | 78.2*
NS(=O)(=O)c1cccc(-n2cnnn2)c1 | 0.8 | -1.8 | 0.7 | 12.3 | 0.3 | -10.6 | 1.7 | x | 12.8
O=C(CN1CCCc2ccccc21)NC(=O)NCc1ccccc1 | -1.3 | -3.0 | -2.0 | -10.5 | 5.7 | -5.5 | 0.4 | x | 19.4
CCO[C@@H]1OC(C(=O)N2CCN(Cc3ccc4c(c3)OCO4)CC2)=C[C@H](c2ccc(Br)cc2)[C@H]1CCCO | 2.8 | 2.2 | -3.6 | 9.7 | -7.0 | -4.0 | -2.4 | -6.0 | 12.1
NC(=O)c1ccc[n+](Cc2ccccc2)c1 | 2.3 | 3.9 | -2.6 | 1.2 | -8.2 | -13.1 | -2.4 | -0.3 | 34.8
Cc1cccc(NC(=O)c2cccc3c2-c2ccccc2C3=O)n1 | -0.1 | 0.5 | 20.4 | 16.8 | -2.7 | 8.6 | -0.4 | 5.5 | 10.2
CCOC(=O)c1ccc(N2C(=O)CC(N3CCC(C(N)=O)(N4CCCCC4)CC3)C2=O)cc1 (stereo not given) | -2.0 | 5.9 | 0.9 | 16.7 | -5.4 | -10.6 | 0.9 | -1.5 | 8.9
Cc1cccc(Cn2cnc3c(nnn3Cc3ccc(Cl)cc3)c2=O)c1 | -1.7 | 2.7 | -7.4 | 1.1 | -13.5 | -15.2 | 3.7 | -1.3 | 34.8
CCOC(=O)C1(Cc2cccc(OC)c2)CCN(Cc2ccc(OC)c(O)c2)CC1 | -2.0 | 9.6 | -1.5 | -7.8 | -13.3 | -4.5 | -0.2 | 9.3 | 60.5
CC(C)N1CCN(Cc2nc(-c3ccccc3)cs2)CC1CCO (stereo not given) | 3.6 | 10.9 | 2.4 | -21.6 | -8.7 | 7.8 | 0.3 | 2.3 | -3.7
CCn1c(=O)cc(OCC(=O)NCCCN2CCC(C)CC2)c2ccccc21 | -2.2 | 4.6 | -38.9 | 2.4 | -2.1 | 5.8 | -2.1 | 1.0 | 15.1
CN(C)CCNC(=S)Nc1ccccc1C(C)(C)C | 3.5 | 10.1 | -5.7 | -3.0 | -2.3 | -3.2 | -1.1 | 5.6 | -4.5
Cc1sc2ncnc(SCC(=O)c3ccc4c(c3)OCCO4)c2c1-c1ccccc1 | -3.2 | 1.0 | -42.4 | -12.5 | -11.7 | -19.7 | -1.5 | 5.8 | 7.1
COc1cc(NC(=O)COC(=O)Cc2ccc(-c3ccccc3)cc2)cc(OC)c1 | -4.3 | 2.2 | -18.4 | -5.1 | -1.2 | -0.1 | -0.4 | 2.6 | 14.6
Cc1cc(C)cc(NC(=S)NCC2CCN(C(C)c3ccccc3)C2)c1 (stereo not given) | 4.9 | 1.8 | 4.1 | 0.3 | -21.1 | 10.5 | -0.1 | 16.9 | -14.6
O=C(c1cccs1)N1CCN=C1SCc1cccc(F)c1 | -2.1 | -5.6 | -6.6 | -15.3 | -2.1 | -7.8 | 0.1 | x | 14.7
COc1cc(C(=O)Nc2ccc(S(=O)(=O)N(C)c3ccccc3)cc2)cc(OC)c1OC | 3.4 | 3.6 | -13.4 | -10.2 | 2.1 | -14.3 | -0.2 | 1.1 | 35.4
O=C(C1CCN(Cc2ccc(F)cc2)CC1)N1CCN(C/C=C/c2ccccc2)CC1 | -1.5 | 8.8 | -8.0 | -15.7 | -19.6 | -15.1 | -0.7 | 10.5 | 7.8
O=C(O)/C=C/C(=O)Nc1ccc(OC(F)(F)F)cc1Br | -3.9 | 8.2 | -0.1 | 10.5 | -6.0 | 8.3 | 1.1 | x | 4.7
CC(C(=O)N1CCCCC1)N1C(=O)c2ccccc2C1=O (stereo not given) | -2.6 | 5.0 | -8.1 | 7.5 | -1.9 | -5.9 | -1.2 | 4.8 | -3.4

Some of the entries so far, in CSV form:
Compound,Ba/F3 V617F tox,BaF3 tox,p47phox inh,NPY1 pot ag,NPY2 pot ag,S1P4 antagonist,S1P4 agonist,NPY-Y1 antag,CHOP inhibitor
Cc1cc(C)cc(NC(=S)NCC2CCN(C(C)c3ccccc3)C2)c1 (stereo not given),4.9,1.8,4.1,0.3,-21.1,10.5,-0.1,16.9,-14.6
CCn1c(=O)cc(OCC(=O)NCCCN2CCC(C)CC2)c2ccccc21,-2.2,4.6,-38.9,2.4,-2.1,5.8,-2.1,1.0,15.1

Following part
SMILES | Ba/F3 V617F tox | BaF3 tox | p47phox inh | NPY1 pot ag | NPY2 pot ag | S1P4 antagonist | S1P4 agonist | NPY-Y1 antag | CHOP inhibitor
O=C(COC(=O)CCc1nc2ccccc2c(=O)[nH]1)NC1CCS(=O)(=O)C1 (stereo not given) | -0.8 | 2.7 | -8.8 | -0.1 | 3.3 | 12.1 | 0.3 | 0.3 | 6.0
Cc1c(S(=O)(=O)N2CCN(c3cccc(C(F)(F)F)c3)CC2)c(=O)n(C)c(=O)n1C | -2.2 | 8.8 | -4.9 | -22.3 | 1.2 | -7.7 | 0.0 | -0.8 | 62.7
CC(C(=O)Nc1cccc([N+](=O)[O-])c1)n1nnc2ccccc21 (stereo not given) | -2.8 | 6.0 | -2.1 | -1.1 | -5.8 | -8.8 | 0.7 | -1.6 | 21.6
Cc1occc1C(=O)N1CCN(c2ncccn2)CC1 | -0.7 | 92.1* | 4.7 | -18.0 | -4.4 | 2.0 | 0.5 | -1.6 | 21.6
Cc1ccc2nc(NC3=NCN(Cc4ccc5c(c4)OCO5)CN3)nc(C)c2c1 | 62.9* | 69.9* | x | -11.1 | -18.4 | -60.1 | -0.1 | -3.9 | x
COc1ccc(-c2nnc(OCc3ccccc3)c3ccccc23)cc1 | -1.7 | 1.3 | -0.6 | 6.2 | 4.0 | -20.9 | 3.7 | 0.7 | 50.3
NC(=S)Nc1c(Cl)cccc1Cl | 4.1 | -1.7 | -5.9 | 1.8 | -11.0 | 1.2 | 0.7 | x | 7.8
COc1ccc(OCC2CCCN(Cc3nc(CC4CC4)no3)C2)cc1 (stereo not given) | -3.5 | 1.6 | -1.0 | 6.0 | -12.3 | 7.0 | 0.1 | 5.5 | 27.2
CCCn1c(CN(C)Cc2ccccc2)nc2c1c(=O)n(C)c(=O)n2C | 35.4* | 14.8 | -12.8 | 2.3 | 0.2 | -0.5 | -0.4 | 2.0 | 25.4
O=C(Nc1cc(Cl)ccc1N1CCOCC1)c1ccc2c(c1)OCCO2 | 2.0 | 5.9 | -2.2 | -8.8 | -18.3 | -10.4 | -0.2 | 4.5 | 34.8
Cc1nnc(Nc2ccc3c(c2)ncn3C)c2ccccc12 | -3.8 | -0.4 | 2.3 | 7.2 | 0.3 | 5.4 | -1.2 | -0.6 | -38.1
Cc1nn(-c2ccccc2)c(C)c1C(=O)OCC(=O)NC12CC3CC(CC(C3)C1)C2 | -4.3 | 2.8 | 0.5 | -28.3 | -20.9 | -1.2 | -1.1 | 4.6 | 40.8
CCOC(=O)COc1ccccc1/C=C1/NC(=O)NC1=O | -1.2 | 3.2 | -7.0 | -11.0 | 6.3 | -9.4 | 1.7 | 0.0 | 27.5
COc1ccc(C(CC(=O)O)NS(=O)(=O)c2ccc(C)cc2)cc1 (stereo not given) | 3.1 | 6.6 | -12.6 | -24.0 | -9.0 | -4.5 | 1.7 | -1.9 | 2.1
NC(=O)c1ccsc1NC(=O)CSc1nnc2ccccn12 | 1.0 | 7.5 | -3.0 | 12.8 | -4.0 | 13.7 | 2.6 | 0.6 | 13.9
O=C(Nc1ccc(S(=O)(=O)N2CCCCC2c2cccnc2)cc1)c1ccccc1F (stereo not given) | -5.2 | 3.2 | -2.2 | -4.4 | -7.6 | -9.8 | -0.6 | 7.6 | -3.9
C=CCn1c(C)cc(C(=O)Cn2nc(C(=O)O)c3ccccc3c2=O)c1C | 0.0 | 6.2 | -5.9 | -8.4 | -21.1 | 6.7 | 1.3 | 3.0 | 3.0
c1ccc(-c2nc3c4ccccc4ccn3c2CN2CCOCC2)cc1 | 0.6 | 4.8 | -0.7 | -11.2 | 4.5 | 0.6 | 2.1 | x | 7.0
Cc1cc(C(=O)Oc2cccnc2)ccc1[N+](=O)[O-] | 5.5 | 11.9 | 5.1 | -15.2 | -13.8 | -5.4 | -1.6 | 2.1 | 25.9
CCOc1cc(N2CCOCC2)c(OCC)cc1NC(=O)c1cc(-c2ccco2)nc2ccccc12 | 0.7 | 7.7 | 30.2* | 0.8 | 4.5 | -23.7 | -0.7 | -4.0 | 105.3*
CCOC(=O)COc1ccc(S(=O)(=O)N2CCc3ccccc3C2)cc1 | -1.0 | 4.8 | -4.0 | 26.7 | 8.2 | 4.8 | 0.8 | 2.6 | 32.3
O=CN(c1ccccc1)c1ccc2ccccc2c1 | -2.0 | 4.7 | -12.5 | -0.1 | -0.8 | -3.2 | -0.2 | 8.3 | -2.9
CC(C)CNc1nc(Oc2ccc(=O)n(C)n2)nc(N2CCOCC2)n1 | -2.6 | 1.5 | -4.2 | 8.4 | -9.7 | -8.2 | -0.3 | 2.8 | -24.8
O=C(NC(=S)N1CCN(C2CCCCC2)CC1)c1ccccc1 | -1.3 | 1.2 | -1.5 | -3.6 | -4.7 | -17.6 | 5.0 | 1.4 | 17.7
Cc1sc2ncnc(Sc3ccccc3C(=O)Nc3ccc(Br)cc3)c2c1C | -1.3 | 3.1 | -37.0 | -32.4 | -7.1 | -14.0 | -1.4 | 0.5 | 54.8
N#Cc1nc(-c2ccc(OCc3ccccc3)cc2)oc1NCCCN1CCOCC1 | -2.9 | 6.3 | -6.4 | -20.1 | 13.2 | -1.8 | -0.1 | -4.5 | 11.9
N=C1C(c2nc3ccccc3s2)=C(O)CN1CCCO | -2.6 | 4.0 | -8.2 | 7.1 | 6.5 | -8.4 | 0.9 | 0.5 | -9.9
COc1cc(/C=C2/C(=O)N(c3ccccc3)N=C2C)ccc1OS(=O)(=O)c1ccccc1 | 3.1 | 4.2 | -7.9 | 8.4 | -8.5 | -6.0 | 0.4 | 5.6 | 7.2
Cc1cccc(N2CCN(S(=O)(=O)c3cccc4nonc34)CC2)c1C | -2.6 | 0.4 | -40.3 | -8.8 | 7.5 | -13.7 | 1.3 | -0.9 | 72.8*
CSc1nc(-c2ccco2)nn1C(=O)c1cccs1 | 0.6 | 4.0 | -0.1 | 1.7 | 7.7 | -1.5 | 0.1 | -4.0 | 37.2

Assay outcomes: PubChem BioAssay, several laboratories
